Screening results as filed in PubChem.
RECQ1 helicase – blocks DNA unwinding by human RECQ1 | AID 2549 | P46063 | Potency, µM (highest dose often 57.3 µM), without a hit: at the top dose activity, negative = inhibition, hits mostly inhibitors | 240,000 compounds, 0.54% hits | RECQ1 DNA unwinding, red fluorescence kinetic read;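 note: plate controls were vehicle for no effect and no enzyme for full effect; nearly all actives have a fitted effect of over 30% in size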
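RECQ1T1 50 nM; forked duplex (20 bp + 30-nt ss tails) 200 nM, ATP 2 mM final; pH 8.0, 2 mM MgCl2, 2.5 ug/ml poly(dI-dC); 15 min compound preincubation; discontinuous kinetic read over 2 h at RT.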
GAA glycogen mod – inhibitors or activators of human alpha-glucosidase glycogen cleavage. recombinant GAA, glycogen substrate, Amplex Red glucose oxidase fluorescence. Potency, µM (series often up to 76.4 µM), for inactives: top-dose activity change, negative = inhibition, usual class: inhibitors. 300,000 compounds, 0.38% hits;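 note: 0% = full enzyme reaction and -100% = no-enzyme basal signal; the screen sought inhibitors and activators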
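Recombinant enzyme (4 nM final) with compounds titrated up to 77 uM and bovine liver glycogen (30 ug) in citrate pH 5.0, 0.01% Tween-20, 37 C 40 min. Released glucose detected by Amplex Red/glucose oxidase (Ex 573/Em 610); AC50 from Hill fits.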
GAA inh – alpha-glucosidase (human) inhibition | Potency, µM (series often up to 76.9 µM), for inactives: at the top dose activity change, negative = inhibition, actives largely listed as inhibitors | P10253 | 200,000 compounds, 0.005% hits | purified human GAA, 4-MU-alpha-glucoside fluorescence;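 note: plate controls were uninhibited enzyme wells for no effect and no-enzyme background for full effect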
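Activity normalized between no-enzyme (basal) and enzyme-only wells. Conditions: 4 nM human enzyme, 400 uM fluorogenic substrate, citrate/phosphate pH 5.0 with Tween-20, 20 min room temperature, compounds up to 77 uM.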
TRb-SRC2 inh – inhibitors of human thyroid hormone receptor beta-SRC2 interaction. P10828. TRbeta-SRC2 peptide binding, fluorescence polarization; receptor liganded with 1 µM T3. Potency, µM (highest dose often 106 µM), for the others: at the top dose activity change, negative = inhibition, hits mostly inhibitors. 280,000 compounds, 0.065% hits. AID 1469;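 note: plate controls were bound peptide for no effect and peptide without receptor for full effect; nearly all actives have a fitted effect of over 50% in size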
Target sequence (P10828 whole entry, looked up): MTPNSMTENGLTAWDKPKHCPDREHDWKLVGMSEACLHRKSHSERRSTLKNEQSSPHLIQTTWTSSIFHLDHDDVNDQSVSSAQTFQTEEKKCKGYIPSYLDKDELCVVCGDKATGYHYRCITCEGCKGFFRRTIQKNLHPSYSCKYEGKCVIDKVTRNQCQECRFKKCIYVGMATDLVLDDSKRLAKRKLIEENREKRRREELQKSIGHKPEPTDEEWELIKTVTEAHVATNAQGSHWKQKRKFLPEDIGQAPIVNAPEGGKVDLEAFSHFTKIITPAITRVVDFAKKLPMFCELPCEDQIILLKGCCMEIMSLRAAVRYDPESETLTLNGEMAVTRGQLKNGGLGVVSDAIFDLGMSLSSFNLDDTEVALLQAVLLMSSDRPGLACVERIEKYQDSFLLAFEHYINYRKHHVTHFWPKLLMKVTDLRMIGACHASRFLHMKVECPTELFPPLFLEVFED
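TRb LBD 0.6 uM + Texas Red SRC2 peptide 20 nM, 1 uM T3, Tris buffer w/ 5% DMSO; compound pinned, 5 h RT; FP read ex 555/em 632; normalized to unbound and bound controls.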
GoLoco inh red – RGS12 GoLoco-Gai1 interaction inhibition; P63096; Gai1:RGS12 GoLoco peptide FP, rhodamine, 10 min; Potency, µM (doses to about 61.6 µM), without a hit: at the top dose activity, negative = inhibition, usual class: inhibitors; 230,000 compounds, 0.44% hits; active = well fitted inhibition curve with a large enough effect, not every such curve was filed as active; inactive = no such curve, though single readings can be large or run the other way; note: nearly all actives have a fitted effect of over 30% in size; many of its hits are not listed in these tables
Target sequence (P63096 whole entry, looked up): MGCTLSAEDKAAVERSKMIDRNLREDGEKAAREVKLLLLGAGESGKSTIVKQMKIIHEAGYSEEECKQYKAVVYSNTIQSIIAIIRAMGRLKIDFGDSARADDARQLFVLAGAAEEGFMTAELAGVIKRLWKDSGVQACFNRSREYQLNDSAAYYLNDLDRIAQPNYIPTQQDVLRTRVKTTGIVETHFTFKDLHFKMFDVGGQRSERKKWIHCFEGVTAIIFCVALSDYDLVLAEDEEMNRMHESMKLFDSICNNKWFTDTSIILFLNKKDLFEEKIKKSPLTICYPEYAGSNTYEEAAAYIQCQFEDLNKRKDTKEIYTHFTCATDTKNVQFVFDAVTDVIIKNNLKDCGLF
TexasRed fluor – Texas Red fluorescence interference in TRb-SRC2 counter-screen; TRb/SRC2 Texas Red total fluorescence interference; Potency, µM (top dose mostly 106 µM), for the others: at the top dose fluorescence change, negative = quenching; 280,000 compounds, 0.29% hits; AID 1479; active = well fitted curve in either direction with a large enough effect; inconclusive = small, poorly fitted or top-dose-only effect
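Human TRβ ligand-binding domain (0.6 uM) and Texas Red SRC2 peptide (20 nM) in Tris buffer with 1 uM T3 and 5% DMSO were incubated with pinned compound for 5 hr at ambient temperature. Total fluorescence was computed as S + 2P (555/632 nm).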
L3MBTL1 inh – inhibitors of human L3MBTL1. AlphaScreen L3MBTL1–H3K9me1 peptide binding. 230,000 compounds, 0.66% hits. AID 485360. Q9Y468. Potency, µM (series often up to 57.1 µM), for the others: at the highest dose activity, negative = inhibition, usual class: inhibitors; note: nearly all actives have a fitted effect of over 60% in size
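L3MBTL1 50 nM + b-AHA-H3(1-15)K9me1 75 nM, 30 min RT; compound added, 30 min RT; streptavidin donor/Ni-chelate acceptor beads 10 ug/mL each final, 30 min RT dark; AlphaScreen read.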
GAA spleen mod – inhibits or activates alpha-glucosidase in human spleen homogenate; P10253; human spleen homogenate, 4-MU-alpha-glucoside fluorescence; Potency, µM (doses to about 79.9 µM), for the others: top-dose activity change, negative = inhibition, usual class: inhibitors; 240,000 compounds, 0.006% hits;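 note: 0% = enzyme with vehicle and -100% = no enzyme basal signal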
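Human spleen homogenate (1 ug) incubated with compounds and 1 mM 4-methylumbelliferyl-alpha-D-glucopyranoside in pH 5.0 citrate/phosphate buffer, 37 C, 40 min. Stopped at pH 10; 4-MU fluorescence (Ex 365/Em 440 nm); AC50 by Hill fit.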
* = called active by the depositor; i = inactive; ? = inconclusive; . = no result given; & = joins results of further samples; [ ] = another dose, or the depositor's remark. Unless noted, calls come from the whole dose curve; as a rule, active = well fitted curve in the direction sought with a large enough effect; inconclusive = small, poorly fitted or top-dose-only effect, or another doubt; inactive = no such curve, though single readings can be large; an effect the other way counts as inactive or inconclusive. Unless noted, % is set by controls: 0 for no effect and ±100 for the full control effect; potency is the fitted concentration of half-maximal effect. An excerpt; rates above refer to the full screens.

SMILES	RECQ1 helicase	GAA glycogen mod	GAA inh	TRb-SRC2 inh	GoLoco inh red	TexasRed fluor	L3MBTL1 inh	GAA spleen mod
COc1ccc(C2C(C#N)=C(C)NC(C)=C2C(=O)OC(C)C)c(OC)c1 (stereo unspecified)	-1%	-29%	-10%	-3%	5%	-5%	-30%	.
CCn1ncc(C(=O)Nc2ccccc2C)c1C	i	2%	1%	-2%	2%	-8%	4%	1%
COCCN=C1Sc2nc3ccc(C)cc3cc2CN1Cc1cccs1	-7%	6%	-8%	5%	13%	-1%	18%	-5%
COc1ccc(S(=O)(=O)N(C)CC(=O)Nc2ccccc2SC)cc1Cl	-2%	-11%	-13%	8%	9%	1%	?	-3%
CCOP(=O)(OCC)C(Nc1ccc(C(=O)O)cc1)c1ccccc1 (stereo unspecified)	-4%	5%	.	2%	2%	-2%	0%	-9%
O=C(COc1ccc(Nc2ccccc2)cc1)OCC(=O)N1CCCCC1	i	?	-10%	-2%	8%	2%	-13%	-2%
O=C(CCc1ccccc1)NCCc1cccs1	i	6%	-8%	0%	6%	-2%	-3%	.
Cc1ccc(-c2cc(C(=O)NCc3ccc4c(c3)OCO4)no2)cc1	-3%	4%	-10%	3%	4%	3%	-4%	7%
C=CCNC(=O)NC(=O)CSc1nc2cc([N+](=O)[O-])ccc2n1-c1cccc(C(F)(F)F)c1	-1%	11%	2%	14%	27%	12%	-7%	-2%
CCCOC(=O)C1C2C=CC3(CN(c4ccc(Cl)c(F)c4)C(=O)C13)O2 (stereo unspecified)	-7%	4%	-1%	5%	-2%	1%	-7%	-7%

Compounds from the list above containing sulfur:
SMILES	RECQ1 helicase	GAA glycogen mod	GAA inh	TRb-SRC2 inh	GoLoco inh red	TexasRed fluor	L3MBTL1 inh	GAA spleen mod
COCCN=C1Sc2nc3ccc(C)cc3cc2CN1Cc1cccs1	-7%	6%	-8%	5%	13%	-1%	18%	-5%
COc1ccc(S(=O)(=O)N(C)CC(=O)Nc2ccccc2SC)cc1Cl	-2%	-11%	-13%	8%	9%	1%	?	-3%
O=C(CCc1ccccc1)NCCc1cccs1	i	6%	-8%	0%	6%	-2%	-3%	.
C=CCNC(=O)NC(=O)CSc1nc2cc([N+](=O)[O-])ccc2n1-c1cccc(C(F)(F)F)c1	-1%	11%	2%	14%	27%	12%	-7%	-2%

More entries.
SMILES	RECQ1 helicase	GAA glycogen mod	GAA inh	TRb-SRC2 inh	GoLoco inh red	TexasRed fluor	L3MBTL1 inh	GAA spleen mod
COc1cccc2c1C(=O)c1c(O)c3c(c(O)c1C2=O)C[C@](O)(C(C)=O)C[C@H]3O[C@@H]1C[C@H](N)[C@H](O)[C@H](C)O1	14µM*	.	.	13µM*	3.2µM*	14µM*[fluorescent]	.	0%[29.1 µM]
COc1ccc(-n2c(-c3ccccc3)cc3c2CCCC3=O)cc1	-7%	-1%	12%	5%	-2%	1%	32µM*	2%
CCN1CCCC1Cn1cnc2c([nH]c3ccc(C)cc32)c1=O (stereo unspecified)	-4%	3%	-15%	9%	1%	-1%	0%	1%
Nn1c(SC/C=C/c2ccccc2)nnc1-c1ccco1	i	7%	-2%	-12%	5%	-2%	.	1%
O=C(NCc1ccco1)C(=O)c1cn(CC(=O)N2CCCCC2)c2ccccc12	i	-1%	-10%	-9%	8%	-2%	.	0%
COCC(C)NS(=O)(=O)c1ccc(OC)cc1 (stereo unspecified)	-14%	7%	-11%	-13%	.	-1%	2%	-1%
CCN(CC)S(=O)(=O)c1cccc(-c2nnc(SCC(N)=O)n2C)c1	-3%	-2%	1%	-6%	1%	-8%	.	8%
Cc1c(-c2nc(N)nc(Nc3ccccc3F)n2)oc2ccccc12	i	9%	4%	-25%	8%	4%	.	7%
Cc1oc(-c2ccccc2)cc1C(=O)Nc1cccc(/C=C/C(=O)O)c1	i	-4%	1%	3%	5%	-2%	-15%	6%
O=c1oc2cc(O)ccc2cc1-c1ccc2c(c1)OCCO2	-9%	.	.	1%	4%	-1%	.	13%
O=C(Nc1cccnc1)c1ccc(F)cc1	i	-12%	3%	-16%	-7%	3%	2%	-4%
Cc1onc(-c2ccccc2)c1C(=O)Nc1nnc(-c2ccncc2)s1	-5%	7%	12%	2%	9%	0%	.	0%
Cc1cc(C(=O)OCC(=O)NC(C)c2ccccc2)c(C)o1 (stereo unspecified)	-4%	0%	-3%	1%	-2%	-1%	-9%	3%
O=C(N/N=C/c1ccccc1OC(=O)c1ccc2c(c1)OCO2)c1ccccc1	-10%	11%	?	-4%	0%	-1%	-4%	-7%
COc1ccccc1N1CCN(CCN2C(=O)CC3(CCCC3)CC2=O)CC1	2%&-5%	.	.	-3%&5%&7%	3%&11%&4%	-2%&-2%&0%	.	11%&2%&8%
COc1ccc(C(=O)NNC(=S)Nc2ccccc2)cc1	i	?	4%	-2%	11%	-3%	-21%	5%
O=C(NC1(C(F)(F)F)C(=O)Nc2c1c(=O)[nH]c(=O)n2Cc1ccco1)C1CCCCC1 (stereo unspecified)	-1%	-6%	-2%	-12%	8%	-1%	.	-7%
Cc1cc([N+](=O)[O-])ccc1NCc1ccco1	-16%	-4%	9%	-1%[53 µM]	14%	-3%[53 µM]	-24%	0%
CCc1nc2oc3ccccc3c(=O)c2c(=O)n1Cc1ccc(OC)cc1	0%	13%	2%	5%	14%	-4%	-2%	-6%
O=C(CNC(=S)N(Cc1ccccc1F)C1CCCCC1)NCCN1CCOCC1	-2%	3%	6%	-8%	8%	-1%	5%	-2%
Cc1cc(-c2ccccc2)[nH]c(=O)c1S(=O)(=O)c1ccccc1	-2%	-16%	?	-6%	4%	-5%	2%	2%
Cc1cc(=O)c2ccc3ccccc3c2[nH]1	i	-5%	0%	-4%	1%	-9%	.	5%
CCC(CC)C(=O)NCCc1cc2c(C)ccc(C)c2[nH]c1=O	-7%	-10%	.	1%	4%	1%	6%	1%
Cc1cccc(C)c1NC(=O)N1CCN(C2CCCCC2)CC1	-15%	4%	0%	-22%	-5%	-1%	-2%	-4%
Oc1ccc(N=Nc2n[nH]c(-c3ccccc3)n2)cc1	-8%	12%	-6%	-1%	3%	-12%	-9%	-12%
Cc1ccccc1Oc1ncnc2sccc12	-3%	0%	-2%	-2%	17%	0%	15%	-4%
CCc1ccc(-c2nnn(Cc3nc4ccccc4s3)n2)cc1	i	-17%	-7%	4%	9%	2%	80%[activator]	-3%
COc1cccc(-c2nc(CS(=O)CC(=O)NC3CCCC3)c(C)o2)c1 (stereo unspecified)	-1%	-14%	-2%	-4%	6%	0%	.	-7%
COC(=O)C1C(=O)C2=C(CC1C)NC(=O)CC2c1cccc(C)c1 (stereo unspecified)	1%	1%	0%	4%	1%	-7%	-4%	-3%
COc1ccc(/C=C(\NC(=O)c2ccccc2)C(=O)NNC(=O)CCN2CCOCC2)cc1	i	-10%	3%	-1%	5%	-2%	8%	2%
O=C(Nc1ccccc1)N(c1ccccc1)C1C=CS(=O)(=O)C1 (stereo unspecified)	-7%	-3%	1%	4%	-5%	-1%	1%	2%
CC12CCC(C(=O)N(c3ccccn3)c3ccccn3)(OC1=O)C2(C)C (stereo unspecified)	10%	5%	-1%	-5%	0%	-1%	.	0%
CC(=O)Nc1cc(Cl)ccc1OS(=O)(=O)c1ccc(C)cc1	-1%	1%	-6%	-3%	7%	0%	1%	1%
Cc1cc(N(C)Cc2ccccc2)nc(-c2ccccc2)n1	i	-18%	-7%	-1%	7%	2%	.	1%
CCn1c(COc2ccccc2C)nnc1SCC(=O)N1CCC(C)CC1	0%	-4%	?	-5%	-7%	1%	4%	5%
Nn1cc(-c2ccccc2)nc1SCC(=O)N1CCN(S(=O)(=O)c2ccc(Cl)cc2)CC1	i	-18%	-13%	-5%	-19%	6%	-19%	-10%
O=C(CCN1CCCCC1)N=Nc1c(O)[nH]c2ccccc12	-6%	4%	-4%	3%	3%	-11%	.	2%
O=c1c(-c2cc3ccccc3o2)[n+]([O-])c2ccccc2n1OCc1ccccn1	-9%	1%	-6%	-5%	7%	-3%	1%	-6%
CCC(=O)Nc1ccc(S(=O)(=O)NCCc2ccccc2)cc1	-6%	-1%	1%	-7%	11%	0%	.	-3%
CC1CCCCN1S(=O)(=O)c1ccc(C(=O)Nc2nnc(-c3cccs3)o2)cc1 (stereo unspecified)	i	0%	1%	-3%	12%	-3%	.	2%
Clc1ccc(CSc2nnc3ccccn23)c(Cl)c1	-6%	-14%	-1%	-1%	12%	0%	15%	0%
CCOC(=O)c1sc(NC(=O)CSc2nnnn2-c2ccccc2)nc1C	-5%	-13%	5%	-8%	5%	-2%	9%	2%
CC(=O)N/C(=C\c1cccc([N+](=O)[O-])c1)C(=O)NC1CCCCC1	8%	0%	10%	0%	-4%	-11%	23%	-4%
CCC(C)(C)c1ccc(Oc2ccc(NC(=O)COC(=O)C3=COCCO3)cc2)cc1	-8%	-3%	-13%	0%	9%	-1%	.	-1%
COC(=O)N[C@@H](CCc1ccccc1)[C@]1(C(C)=O)CCCC1=O	i	.	.	-1%	-1%	1%	.	-3%
O=C(Nc1ccc(Cl)cc1Cl)C1CCC(=O)N1Cc1ccccc1Cl (stereo unspecified)	i	8%	-15%	-5%	.	-4%	18%	-6%
CCOCCCn1c(=NC(C)=O)c(C#N)cc2c(=O)n3cccc(C)c3nc21	-13%	-5%	?	-13%	12%	-2%	-12%	28%
O=C(NCc1cccnc1)c1nnc(Cc2ccc(F)cc2)o1	-3%	10%	-1%[15.4 µM]	0%	5%	-2%	-1%	-4%
COc1ccc(C(=O)c2ccc(Cl)c([N+](=O)[O-])c2)cc1	-2%	-2%	?	-2%	-8%	-2%	-16%	8%
COc1cc2ncnc(Nc3ccc(Cl)cc3F)c2cc1OC	-12%	.	.	6%	.	-6%	.	-3%
